STK33 kinase inh – human STK33 kinase inhibition. Q9BYT3. purified STK33, MBP phosphorylation, ADP-Glo luminescence. inhibition, % at 10 µM. hit rate 0.073% among 320,000. AID 2661;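 active = inhibition at or above 25%, using the most active replicate where run in duplicate; inactive = inhibition below 25%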
Target sequence (Q9BYT3 whole entry, looked up): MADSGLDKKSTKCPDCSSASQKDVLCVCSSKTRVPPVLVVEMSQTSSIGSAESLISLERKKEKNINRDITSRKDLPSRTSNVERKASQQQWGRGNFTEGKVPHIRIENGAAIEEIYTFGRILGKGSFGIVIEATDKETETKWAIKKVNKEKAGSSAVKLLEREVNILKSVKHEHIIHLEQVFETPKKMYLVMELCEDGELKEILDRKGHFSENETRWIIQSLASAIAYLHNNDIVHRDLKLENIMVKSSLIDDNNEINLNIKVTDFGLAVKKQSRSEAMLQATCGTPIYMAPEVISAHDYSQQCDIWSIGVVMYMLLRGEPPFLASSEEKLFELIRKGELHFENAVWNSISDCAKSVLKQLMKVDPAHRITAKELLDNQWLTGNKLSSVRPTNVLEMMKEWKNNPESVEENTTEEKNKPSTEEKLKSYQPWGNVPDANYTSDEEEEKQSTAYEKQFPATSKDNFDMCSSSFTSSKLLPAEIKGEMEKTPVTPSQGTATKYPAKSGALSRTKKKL
OX1R antag-1 – human HCRTR1 antagonism. inhibition, % at 5 µM. hit rate 0.43% among 330,000. O43613. AID 434989. CHO/OX1R cells, Fluo-8 calcium fluorescence, orexin A;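 active = inhibition above its plate's threshold, mean inhibition of all tested compounds on the plate plus 3 SD, cut at about 37% in these data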;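 also: 0% = orexin A challenge wells and 100% = SB-334867-A antagonist wells; not every result past the cut was called active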
Target sequence (O43613 whole entry, looked up): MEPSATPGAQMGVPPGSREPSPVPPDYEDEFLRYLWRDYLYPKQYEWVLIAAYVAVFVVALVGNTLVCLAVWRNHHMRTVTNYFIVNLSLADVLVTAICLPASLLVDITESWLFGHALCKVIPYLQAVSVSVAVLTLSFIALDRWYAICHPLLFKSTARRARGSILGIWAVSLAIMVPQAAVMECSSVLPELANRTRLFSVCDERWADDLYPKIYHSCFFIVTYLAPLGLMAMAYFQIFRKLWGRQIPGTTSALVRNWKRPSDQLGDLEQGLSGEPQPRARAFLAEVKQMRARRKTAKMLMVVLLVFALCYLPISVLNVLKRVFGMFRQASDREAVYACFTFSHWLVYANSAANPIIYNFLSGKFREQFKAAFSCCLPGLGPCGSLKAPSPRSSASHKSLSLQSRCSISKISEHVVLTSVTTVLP
OX1R antag-2 – OX1R (human) antagonism. OX1R-expressing cells, FRET antagonist read-out. inhibition, % at 6.6 µM. hit rate 1.8% among 330,000. AID 485270; in the data active = inhibition mostly above about 38%, no sharp cut-off; inactive = mostly below about 40%;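 also: 0% = agonist challenge alone and 100% = reference antagonist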
* = called active by the depositor; / = no result given.

SMILES	STK33 kinase inh	OX1R antag-1	OX1R antag-2
O=C(CCCOc1ccccc1)Nc1cccc(S(=O)(=O)N2CCOCC2)c1	-1.3	9	8
CCN(CC)Cc1c(C(=O)N/N=C/c2ccc(OCc3ccccc3C)cc2)nnn1-c1nonc1N	1.0	-6	21
O=C1CCC(c2ccccc2)=NN1Cc1c(F)cccc1Cl	-1.0	-42	10
CSc1nnc(C)c(/C=C/NOCc2cccc(F)c2)n1	-0.5	-32	14
O=C1c2ccccc2NC(c2ccc(-c3ccc(F)cc3)o2)N1O (stereo not drawn)	-3.0	-17	2
O=C(NCC(c1ccco1)N1CCN(c2ccc(F)cc2)CC1)c1cccs1 (stereo not drawn)	-0.2	-16	28
CCC(=O)Nc1ccc(C(=O)CSc2nc(N)cc(N)n2)cc1	0.6	1	2
O=S(=O)(c1cccc(C(F)(F)F)c1)c1ccc(O)cn1	0.3	0	0
COc1ccc2c(C)cc(SCC#N)nc2c1	-0.8	-12	10
CCN(CC)c1ccc2c(-c3ccc(S(=O)(=O)O)cc3S(=O)(=O)[O-])c3ccc(=[N+](CC)CC)cc-3oc2c1	7.6	93*	-38
CN(CC(=O)Nc1ccc(F)c(F)c1)S(=O)(=O)c1cccs1	-0.9	-21	4
CC(=O)Nc1ccc(C(=O)N(C2=NC(C)CS2)c2ccc(Cl)cc2)cc1 (stereo not drawn)	-1.5	-13	28
CCOC(=O)c1c(C)n(C)c2ccc(O)c(CN3CCC(C)CC3)c12	-1.8	-35	10
COc1ccccc1CNC(=O)CCCOc1cc(=O)n(C)c2ccccc12	-1.5	-20	17
COc1ccc(C(=O)n2cnc3ccccc32)cc1[N+](=O)[O-]	-0.2	-3	5
O=C(c1cc(-c2ccccc2Cl)on1)N1CCN(C(=O)c2ccco2)CC1	0.9	-22	12
Nc1ccccc1C(=O)N(Cc1ccccc1)Cc1ccccc1	-1.3	-17	21
CCOc1ccc2c(c1)c1nnc(SCC(=O)NC3CC3)nc1n2C	0.2	-7	57
COc1cccc(CN(CC(=O)NC2CCCCC2)C(=O)c2csnn2)c1	4.3	-63	9
Cc1ccc(N(C)C(=O)c2cc(S(=O)(=O)N3CCCC3)cn2C)cc1	0.4	-6	10

Shown as a hit in OX1R antag-1 (from the list above):
SMILES	STK33 kinase inh	OX1R antag-1	OX1R antag-2
CCN(CC)c1ccc2c(-c3ccc(S(=O)(=O)O)cc3S(=O)(=O)[O-])c3ccc(=[N+](CC)CC)cc-3oc2c1	7.6	93*	-38

Going on with the list.
SMILES	STK33 kinase inh	OX1R antag-1	OX1R antag-2
COc1ccc(CN(Cc2cc3cc4c(cc3[nH]c2=O)OCO4)C(=O)NC2CCCCC2)cc1	0.8	-14	32
Cc1ccccc1C(=O)N1CCN(c2ccc(NC(=O)Cc3ccccc3)cc2)CC1	-0.8	-20	17
Cc1cc(C)c(C)c(OCCCn2ccnc2)c1	2.6	-16	13
C=CC[C@@H](CC(=O)N[C@H](CO)Cc1ccccc1)C(=O)N[C@@H](C)COC(=O)[C@@H](CC=C)CC(=O)OC(C)(C)C	-1.0	-15	1
COc1ccc(OC)c(CN2C(=O)c3ccccc3C2C(=O)NCC2CCCO2)c1 (stereo not drawn)	8.9	-22	12
CCOC(=O)c1cnc(-n2[nH]c(C)cc2=O)[nH]c1=O	-2.0	8	5
CCC(C)c1ccccc1N1CC(C(=O)N2CCN(C(=O)c3ccco3)CC2)CC1=O (stereo not drawn)	-0.2	-2	-1
Cc1cccc2nc(-c3cccc(NC(=O)Cc4ccccc4)c3)cn12	-1.4	-41	32
CCN(CC)C(=O)CSc1nc(N)c(C(=O)Nc2ccc(OC)cc2)s1	-1.2	-28	10
Cc1c(C(=O)NCC2CCCO2)oc2ccc(S(=O)(=O)N3CCCC3)cc12 (stereo not drawn)	-1.2	-33	4
CCC1CCCCN1C(=O)c1ccc(OC2CCN(C(=O)COC)CC2)cc1 (stereo not drawn)	-1.7	10	33
CCc1nnc(NC(=O)CSc2nnc(C3CC3)n2C)s1	0.0	-5	0
CC(C)C(C)NC(=O)Cn1cnc2c(oc3ccccc32)c1=O (stereo not drawn)	0.2	6	3
Cn1c(NCc2cc(Br)ccc2O)nc2ccccc21	-1.2	-11	20
Nc1cc(Oc2ccc(F)cc2F)cc([N+](=O)[O-])c1	0.2	-5	17
O=C1CCC(C(=O)N2CCCC2)CN1Cc1cccc(C(F)(F)F)c1 (stereo not drawn)	-0.3	-5	38
CCOC(=O)COn1c(=O)c[n+]([O-])c2ccccc21	0.1	22	30
Cc1ccc(-c2nc3c(c(SCC(=O)N4CCOCC4)n2)COC(C)(C)C3)cc1	1.0	1	0
NS(=O)(=O)c1ccc(O)c(NC(=O)c2ccc([N+](=O)[O-])o2)c1	0.7	-12	125*
O=C(NCc1ccccc1Cl)c1ccc(S(=O)(=O)Nc2cccc(C(F)(F)F)c2)cc1	-0.7	22	3

Individual results from the list.
OX1R antag-2, CCOC(=O)c1cnc(-n2[nH]c(C)cc2=O)[nH]c1=O reads 5
OX1R antag-2, COc1ccc(OC)c(CN2C(=O)c3ccccc3C2C(=O)NCC2CCCO2)c1 (stereo not drawn) reads 12
OX1R antag-2, CCN(CC)C(=O)CSc1nc(N)c(C(=O)Nc2ccc(OC)cc2)s1 reads 10
OX1R antag-1, CCOC(=O)COn1c(=O)c[n+]([O-])c2ccccc21 reads 22

Whole records, looked up by structure. Screens in order: STK33 kinase inh	OX1R antag-1	OX1R antag-2
Record of O=C1CCC(C(=O)N2CCCC2)CN1Cc1cccc(C(F)(F)F)c1 (stereo not drawn) → -0.3	-5	38
Record of C=CC[C@@H](CC(=O)N[C@H](CO)Cc1ccccc1)C(=O)N[C@@H](C)COC(=O)[C@@H](CC=C)CC(=O)OC(C)(C)C → -1.0	-15	1
Record of Cc1cc(C)c(C)c(OCCCn2ccnc2)c1 → 2.6	-16	13
Record of Cn1c(NCc2cc(Br)ccc2O)nc2ccccc21 → -1.2	-11	20
Record of COc1ccc(OC)c(CN2C(=O)c3ccccc3C2C(=O)NCC2CCCO2)c1 (stereo not drawn) → 8.9	-22	12

Other compounds.
SMILES	STK33 kinase inh	OX1R antag-1	OX1R antag-2
Cc1csc(NC(=O)Cc2nn(C)c(=O)c3ccccc23)n1	-0.2	12	35
COc1c(Cl)cnn(-c2cccc(C)c2)c1=O	-1.4	-5	10
Cc1cccc(N(C(=O)CS(=O)CC(=O)Nc2ccc3c(c2)OCO3)C(C)C(=O)NC2CCCC2)c1C (stereo not drawn)	0.1	-37	24
CN(CC(=O)Nc1cccc(F)c1)C(=O)CCNC(=O)c1ccc(Br)cc1	-1.3	-8	11
OCCC#Cc1ccc(CN2CCN(C3CCCCC3)C(CCO)C2)cc1 (stereo not drawn)	-1.2	-14	6
CC(C)CCN1CCN(Cc2ccc(Sc3nncn3C)o2)CC1CCO (stereo not drawn)	-1.1	9	10
Cc1nn(C)cc1C(C)NC(=O)c1cc(COc2ccc(F)c(F)c2)on1 (stereo not drawn)	-1.9	-13	0
COc1ccc(C2=CCN3CCCCC3C2)c(-c2ccc(OC)c(OC)c2)c1 (stereo not drawn)	-0.7	-17	2
CN(c1ccccc1)S(=O)(=O)c1cccc(NC(=O)c2ccncc2)c1	-1.0	-2	4
CCOC(=O)[C@@H]1[C@H]2COc3ccc(Br)cc3[C@@H]2N2C(=O)N(c3ccc(Cl)cc3)C(=O)[C@]12C	-0.6	-26	17
COc1ccc(N2C(=O)/C(=C\c3ccco3)N=C2SCC(N)=O)cc1Cl	4.6	4	33
CCOc1ccc(NC(=O)CN2C(=O)COc3ccccc32)cc1	-1.9	-5	9
CC1=Nc2ccccc2/C1=C\c1nc(-c2ccccc2)oc1O	0.0	19	26
COc1ccccc1N1CCN(C(=S)NC(=O)/C=C/c2ccccc2)CC1	-0.3	-44	8
COCCN(C(=O)c1csnn1)C(C(=O)NC1CCCCC1)c1sccc1C (stereo not drawn)	-0.8	-16	7
COc1ccc(C(=O)NC2CCCc3ccccc32)cc1S(=O)(=O)N1CCOCC1 (stereo not drawn)	0.9	-25	13
COc1cc(C(=O)Nc2ccc(N3CCN(C(=O)c4ccc(C)cc4)CC3)cc2)cc(OC)c1OC	-0.3	-12	39
CSc1ncccc1C(=O)OCC(=O)NC(N)=O	-0.1	-2	21
COc1ccc(CCNc2nc3ccccc3n3cnnc23)cc1OC	/	-10	12
NC(=O)CSc1nc(N)c2c3c(sc2n1)CCCCC3	/	-6	3
C[C@H](CO)N1C[C@H](C)[C@@H](CN(C)S(=O)(=O)c2ccccc2)Oc2ccc(NC(=O)c3ccncc3)cc2C1=O	-1.7	-20	5
COc1cccc(OC)c1CNC(=O)CCSCc1ccccc1F	-0.7	-20	6
C/C(=N\Nc1ccc(C(=O)O)cc1)c1ccc(-n2ccnc2)cc1	-1.4	-4	13
O=S(=O)(Cc1ccccc1)N1CCN(Cc2ccc3c(c2)OCO3)CC1	0.8	-22	4
COc1ccc(C(c2nnnn2Cc2ccccc2)N2CCN(C(=O)c3ccco3)CC2)cc1OC (stereo not drawn)	-1.7	-6	39
CCNc1nc(Cl)nc(NCc2ccccc2)n1	0.0	-19	26
CC(=O)Nc1ccc(N=Nc2c(C)[nH]n(C(N)=S)c2=O)cc1	-0.4	2	62
Nn1c(SCC(=O)Nc2ccc(F)cc2)nnc1-c1ccccn1	-0.9	-26	22
Cc1occc1-c1nnc(SCc2nc3ccccc3c(=O)n2CC#N)n1C	0.1	-14	1
CN(c1ccccc1)S(=O)(=O)c1cccc(NC(=O)Cc2ccc(Cl)cc2)c1	-0.8	42*	15
O=C(N/N=C/c1c(Cl)cccc1Cl)c1cccc(F)c1	-1.9	-27	23
Cc1cc(O)c(C(C)C)cc1N=Nc1ccccc1C(=O)O	0.9	18	65
C=C(C)C1Cc2nc(N)nc(C)c2C1 (stereo not drawn)	-0.1	-12	6
CCCc1ccc2oc(C(=O)N3CCC[C@H]3CO)c(C)c2c1	-0.4	-28	-8
CC(=O)N1CCC(N(CCN2CCOCC2)C(=S)Nc2cc(C)cc(C)c2)CC1	0.1	-14	14
CCCC1CC(CSc2ncn[nH]2)OC1=O (stereo not drawn)	-2.0	-9	10
COCCNC(=O)c1cc(Br)ccc1Cl	-1.4	-7	12
COc1ccc(OC)c(/C=N/NC(=O)c2cc3c(OC)cccc3[nH]2)c1	-0.8	71*	101*
CC(C)C(=O)NC(=S)Nc1ccc(S(=O)(=O)Nc2ccccc2)cc1	0.1	6	3
O=C(N/N=C/c1ccc(OCCCF)cc1)c1cc(OCC(F)(F)F)ccc1OCC(F)(F)F	-1.0	-18	18
CC(C)(C)NCC(=O)c1c[nH]c2ccccc12	0.1	-2	13
COc1ccc(OC)c(C(=O)COC(=O)c2cc(C)oc2C)c1	-0.1	-36	15
CC1(C)CN(c2ccc(Br)cc2Br)C1=O	4.1	-32	15
CC(OC(=O)c1cc(S(=O)(=O)N2CCOCC2)ccc1Br)C(=O)N1CCOCC1 (stereo not drawn)	-1.3	-11	0
CCn1c(CCNC(=O)c2ccc(Cl)cc2)n[nH]c1=S	1.5	-4	14
O=C(/C=C/c1ccc(S(=O)(=O)N2CCOCC2)cc1)NC(=S)Nc1ccc(Cl)cc1Cl	-0.5	-11	10
CCOc1ccc(OCCCC(=O)ON=C(N)c2ccccc2C)cc1	-2.0	-9	7
N#Cc1cccc(S(=O)(=O)Nc2c(NC3CCCCC3)c3ccccc3oc2=O)c1	/	-15	21
CCOC(=O)C(C)Sc1nnc(CSc2nc3nc(C)cc(C)n3n2)o1 (stereo not drawn)	0.6	-10	3
COc1cc(C(C)=O)ccc1OCC(=O)NC(=O)Nc1ccc(C)cc1C	-2.1	-14	2
Cc1ccc2c(COC(=O)c3n[nH]c4ccccc34)cc(=O)oc2c1	-0.7	-13	17
Cc1ccc(S(=O)(=O)N2CCCOC2CNC(=O)C(=O)NCc2ccc3c(c2)OCO3)cc1 (stereo not drawn)	-0.7	-25	5
Nc1cc(=O)[nH]c(SCC(=O)Nc2ccc(S(=O)(=O)N3CCOCC3)cc2)n1	-1.0	5	9
COc1ccccc1N1C(=O)S/C(=C\c2cccs2)C1=O	-0.3	-13	23
Cc1cc(/C=N/NC(=O)c2cccnc2)c(C)n1CC(C)C	-2.3	-12	4
Cc1nc(C(Cl)(Cl)Cl)nc2[nH]ccc(=O)c12	0.0	-11	34
COc1ccc(NC(=O)C(CC(=O)O)Cc2ccc(C)cc2)cc1 (stereo not drawn)	-2.7	-4	4
COc1ccc(NC(=S)N2CCC(N(C)CCN3CCOCC3)CC2)cc1Cl	0.3	-5	11
COc1ccc(/C=N/NC(=O)c2ccc(N(C)S(=O)(=O)c3ccccc3)cc2)cc1	-0.4	-11	9
COc1ccc(CC(=O)NCCS(=O)(=O)N2CCN(c3ccccc3)CC2)cc1	-0.2	-24	20

(continued)
SMILES	STK33 kinase inh	OX1R antag-1	OX1R antag-2
CCN(CC)CCCN(Cc1cc2cc(OC)ccc2[nH]c1=O)C(=O)Nc1ccccc1	-0.6	-14	9
Cc1ccc(CC(=O)Nc2ccc(S(=O)(=O)Nc3nccc(C)n3)cc2)cc1	-1.1	6	9
O=C(CSc1ncc(-c2ccc(F)cc2)[nH]1)N1CCCCC1	-0.8	-7	5
COC(Cc1nnc(SC)n1-c1ccccc1)OC	-2.3	-7	12
O=C1C=C(NCc2ccc(Cl)c(Cl)c2)C2(CCCCC2)O1	1.1	-7	12
C=CCn1c(=O)c(C(=O)NC2CC2)c(O)c2cc(OC)c(OC)cc21	-1.4	-26	10
CC(C)Cn1c(-c2cccs2)nc2nc3ccccc3nc21	0.1	-25	19
Cc1cc(C)c2c(=O)[nH]c(SCC(=O)Nc3ccc(Br)cc3)nc2n1	-1.8	-13	14
CCOC(=O)C1CCN(CC(O)COCc2ccc(Cl)cc2)CC1 (stereo not drawn)	-0.6	-11	11
Nc1nc(SCc2ccc(Cl)cc2Cl)nc2nc3c(cc12)CCCC3	0.2	-5	35
Cc1cc(C)cc(NC(=O)CSc2nc3c(c(=O)[nH]2)CN(Cc2ccc(F)cc2)CC3)c1	-0.1	-27	9
